EPAC1 ag: agonists of human EPAC1; O95398; EPAC1 agonist qHTS, biochemical assay; response scale: 100% = response to 6.5 mM cAMP; Potency, µM (titrated, usually from 154 µM), for inactives: at the highest dose activation, actives largely listed as activators; hit rate 0.073% among 360,000; note: potency is the fitted concentration of half-maximal effect; nearly all actives have a fitted effect of over 60% in size
Target sequence (O95398 whole entry, looked up): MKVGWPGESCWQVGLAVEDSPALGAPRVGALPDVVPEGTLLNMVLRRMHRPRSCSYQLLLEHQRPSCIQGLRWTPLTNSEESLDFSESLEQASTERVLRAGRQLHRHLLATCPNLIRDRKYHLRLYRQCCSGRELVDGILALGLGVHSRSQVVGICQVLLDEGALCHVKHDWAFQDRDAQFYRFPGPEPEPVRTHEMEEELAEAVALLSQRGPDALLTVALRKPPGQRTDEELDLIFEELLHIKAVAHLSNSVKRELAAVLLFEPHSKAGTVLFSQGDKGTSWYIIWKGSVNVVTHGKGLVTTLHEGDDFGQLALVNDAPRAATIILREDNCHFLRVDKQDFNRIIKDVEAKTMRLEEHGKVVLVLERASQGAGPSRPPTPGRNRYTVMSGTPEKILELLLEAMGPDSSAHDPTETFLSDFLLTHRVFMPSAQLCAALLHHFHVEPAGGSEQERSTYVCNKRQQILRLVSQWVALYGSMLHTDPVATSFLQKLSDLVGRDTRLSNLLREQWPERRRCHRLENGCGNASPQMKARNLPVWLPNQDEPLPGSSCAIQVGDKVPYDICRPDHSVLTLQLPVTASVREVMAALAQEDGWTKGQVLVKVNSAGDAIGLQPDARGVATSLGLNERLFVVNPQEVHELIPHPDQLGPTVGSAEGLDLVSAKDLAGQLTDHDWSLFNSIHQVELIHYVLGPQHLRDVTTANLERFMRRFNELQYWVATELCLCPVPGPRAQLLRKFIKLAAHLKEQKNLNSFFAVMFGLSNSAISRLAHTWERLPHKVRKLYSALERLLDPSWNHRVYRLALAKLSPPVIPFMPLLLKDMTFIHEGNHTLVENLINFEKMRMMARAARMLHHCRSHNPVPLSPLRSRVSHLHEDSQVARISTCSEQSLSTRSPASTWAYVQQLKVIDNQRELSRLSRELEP
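Nucleotide exchange by EPAC1 (100 nM) on Rap1B–BODIPY-GDP (250 nM) in the presence of 50 uM GDP is tracked fluorescently at 480/540 nm over 30 min. Signals are normalized to a 6.5 mM cAMP control.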
EPAC2 ag: activates human EPAC2 exchange factor; Potency, µM (series often up to 154 µM), for inactives: top-dose activation, hits mostly activators; hit rate 0.079% among 360,000; Q8WZA2; EPAC2 activation, biochemical qHTS; response scale: 100% = 6.5 mM cAMP response; AID 720711; note: potency is the fitted concentration of half-maximal effect; nearly all actives have a fitted effect of over 50% in size
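Readout is BODIPY fluorescence (480 nm excitation, 540 nm emission), which falls as labeled GDP is exchanged off Rap1B. EPAC2 at 100 nM acted on 250 nM RAP1B-BODIPY-GDP with 50 uM GDP present.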
IL-2 act: activates IL-2 in a cell-based reporter assay | IL-2 activation reporter assay, cell-based qHTS; stimulated with anti-CD3/CD4/CD28 beads; in transgenic mouse T cells | activation, % (series mostly up to about 46 µM) | hit rate 0.065% among 360,000; in the data active = activation above about 50%; inconclusive = mostly about 30% to 49%; note: 0% is about no effect
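Readout is EGFP and DsRed signal by fluorescent plate cytometry after 18 h at 37 degrees C. Transgenic mouse T cells (750/well) received compound for 60 min before bead stimulation (anti-CD3, anti-CD4, anti-CD28); memory T cells served as non-tolerant control.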
PLK1 PBD inh: PLK1 (human) polo-box domain binding inhibition; Potency, µM, for inactives: max response, negative = inhibition, most hits filed as inhibitors; P53350; Plk1 PBD binding of FITC phosphopeptide, fluorescence polarization; hit rate 2.8% among 360,000; AID 720504; note: potency is the fitted concentration of half-maximal effect; series mostly up to about 57 µM; % is set by controls: 0 for no effect and ±100 for the full control effect; nearly all actives have a fitted effect of over 65% in size
WRN inhibitor: blocks human WRN helicase | WRN helicase unwinding, fluorescent forked duplex, kinetic | Potency, µM (top dose mostly 114 µM), for inactives: at the highest dose activity change, negative = inhibition, most hits filed as inhibitors | hit rate 0.46% among 360,000 | AID 651768; note: potency is the fitted concentration of half-maximal effect; % is set by controls: 0 for no effect and ±100 for the full control effect; nearly all actives have a fitted effect of over 55% in size
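Kinetic red-fluorescence monitoring (525/598 nm) tracks WRN helicase activity after 100 nM fluorophore-quencher forked duplex and 2 mM ATP are added to 20 nM enzyme pretreated 15 min at room temperature with compound.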
PI5P4Ka inh: PI5P4K alpha (human) kinase inhibition; max response, %; PI5P4Kalpha enzyme, ADP-Glo luminescence, 60 min; hits give low values; hit rate 1.2% among 330,000; P48426; active = max response of -50% or lower; inconclusive = between -30% and -50%; inactive = -30% or higher; note: value at the top dose of about 77 µM; % is set by controls: 0 for no effect and ±100 for the full control effect
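Reactions run in 0.038 M HEPES pH 7.4, 0.28 mM EGTA, 0.1% CHAPS and 5% DMSO, with PI5P4Kalpha, substrate, compound and 5 microM ATP final, one hour at room temperature. Readout is ADP-Glo luminescence.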
CCT modulator: cytosolic chaperonin activity modulation; purified chaperonin ATPase assay, HTRF ADP detection, 30 min; activity change, % (concentration not given with the values), hits read low; hit rate 0.3% among 360,000; in the data active = activity change below about -30%; note: % is set by controls: 0 for no effect and ±100 for the full control effect
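Nucleotide hydrolysis assay: TRiC at 20–40 nM final (set by batch activity) with 10 uM ATP, 30 min at 37 °C, in presence of 76 uM compound. Detection by competitive ADP HTRF, 30 min ambient.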
EPAC1 antag: blocks human EPAC1 exchange factor. EPAC1 GEF assay, Rap1b-BODIPY-GDP exchange fluorescence. hit rate 0.14% among 360,000. O95398. Potency, µM (doses to about 115 µM), inactives show top-dose activity change, negative = inhibition, actives largely listed as inhibitors;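 note: potency is the fitted concentration of half-maximal effect; plate controls were vehicle for no effect and positive control for full effect; nearly all actives have a fitted effect of over 50% in size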
* marks the source's active call; other numbers are inactive results; u = inconclusive; x = no result given; [ ] = remark or other dose. Unless noted, calls come from the whole dose curve; as a rule, active = well fitted curve in the direction sought with a large enough effect; inconclusive = small, poorly fitted or top-dose-only effect, or another doubt; inactive = no such curve, though single readings can be large; an effect the other way counts as inactive or inconclusive.

Every second line gives: EPAC1 ag	EPAC2 ag	IL-2 act	PLK1 PBD inh	WRN inhibitor	PI5P4Ka inh	CCT modulator	EPAC1 antag
> CC(Oc1ccc2cc(-c3ccccc3)c(=O)oc2c1)C(=O)NCC1CCC(C(=O)O)CC1 (centres undefined)
    -7%	3%	-0.4	-9%	-9%	0	-2.3	-3%
> Cc1nc(N)c(Cc2ccc(Cl)cc2Cl)c(N)n1
    -6%	-4%	-0.8	1%	-3%	13	-0.3	0%
> Cn1c(=O)c2c(nc(NN=C3CCCCC3)n2C)n(C)c1=O
    -3%	13%	0.6	-20%	-32%	-7	-0.4	-7%
> O=S(=O)(c1ccccc1)N1CCC(N2CCCCCC2)CC1
    -3%	-6%	-2.9	-1%	2%	-3	-1.2	4%
> N#Cc1nc(Cc2ccccc2)oc1NCCc1ccccc1
    7%	15%	-0.6	-6%	-13%	8	1.2	-13%
> Cc1ccccc1Cn1c2ccccc2c2cnn(CC(=O)NCc3ccco3)c(=O)c21
    -17%	-12%	-1.3	-17%	7%	0	-0.4	-16%
> N#C/C(=C\c1ccc(F)c(Br)c1)C(=O)NC1CC1
    -1%	2%	1.6	-13%	15%	2	0.7	-1%
> O=C(O)c1ccccc1Nc1ccnc(Cl)n1
    -2%	15%	-0.4	-13%	-6%	x	2.7	-25%
> COCC(C)n1c(SCc2nc(N)nc(Nc3ccccc3C)n2)nc2ccccc2c1=O (centres undefined)
    -10%	-4%	-0.2	-1%	-7%	10	2.7	5%
> Cn1cccc1/C=C1\SC(=S)N(NC(=O)c2ccccc2)C1=O
    16%	19%	-2.2	39%[activator]	-16%	-18	-3.9	-1%
> O=C(COC(=O)CNC(=O)c1cc(Cl)cc([N+](=O)[O-])c1)NC(=O)NCc1ccco1
    5%	-2%	-4.4	-5%	-1%	-7	-2.6	1%
> O=C(CN1CCc2ccccc2C1)Nc1ccccc1C(=O)NC1CC1
    -17%	9%	-0.5	-4%	4%	-2	-7.2	-16%
> CN1C(=O)Cc2cc(S(=O)(=O)N3CCN(c4ccc(Cl)cc4)CC3)ccc21
    14%	-5%	0.0	-8%	-9%	-17	0.1	1%
> CCCCn1ccnc1C(=O)c1cc(S(=O)(=O)N2CCOCC2)ccc1C
    5%	2%	-1.4	0%	-2%	x	-1.7	5%
> CN1CCN(C2CCN(Cc3ccc(O)c4ncccc34)CC2)CC1
    -18%	12%	0.9	x	x	x	x	8%
> C=CCNc1ncnc2c1[nH]c1ccc(C)cc12
    4%	6%	-2.5	-13%	-14%[57.1 µM]	x	-7.0	u
> CN1CCN(C(=O)c2cc3c(c(-c4cccc(-c5cccnc5)c4)n2)[C@H](CCO)N(C(=O)CC2CC2)C3)CC1
    -16%	-5%	0.2	-2%	-2%	-1	1.9	4%
> O=C(Cc1cccc(NC(=O)C2CCCN(C(=O)c3ccccc3)C2)c1)Nc1ccc(C(=O)N2CCCCC2)cc1 (centres undefined)
    -1%	10%	-0.6	-13%	-6%	0	-2.1	-1%
> Cc1nn(-c2ccc(F)cc2)c2sc(C(=O)O)cc12
    2%	-2%	0.6	-6%	-14%	x	-3.3	9%
> O=C(CCS(=O)(=O)c1cccc2nsnc12)NCc1ccccc1
    2%	7%	-1.0	-9%	-3%	1	-1.9	0%
> O=C1CS(=O)(=O)N(Cc2ccccc2F)c2ccc(Br)cc21
    8%	8%	-0.3	-17%	-6%	-15	0.7	-10%
> N=C1/C(=C/c2ccc(Br)o2)C(=O)N=C2SC(CC(=O)N3CCCC3)=NN12
    -7%	0%	-0.5	u	50µM*	u	0.9	u
> COCC(C)n1c(SCc2nc3ccccc3c(=O)[nH]2)nc2ccccc2c1=O (centres undefined)
    -6%	7%	-0.6	-2%	0%	6	-2.0	-2%
> C=CCn1c(SCc2cc(=O)n3ccsc3n2)nc2ccccc2c1=O
    10%	13%	0.1	-7%	0%	-5	-1.3	-9%
> COC(=O)C1ON2OC(C(=O)OC)C(C(=O)OC)C2C1CC(C)=O (centres undefined)
    4%	12%	-1.5	-8%	3%	x	-0.3	-3%
> O=C1C2C3C=CC(C4CC34)C2C(=O)N1/N=C/c1cccs1 (centres undefined)
    10%	11%	-0.7	-9%	-8%	-8	1.8	11%
> Brc1nnc2n1-c1ccccc1Sc1ccccc1-2
    10%	1%	-1.5	-8%	2%	0	0.7	-11%
> COc1ccc(Oc2ccc(S(=O)(=O)N3CCCCC3)cc2S(=O)(=O)N2CCCCC2)cc1
    1%	-2%	-3.1	4%	0%	0	-1.2	-17%
> O=C(O)Cn1cc(C(=O)C(F)(F)F)c2ccccc21
    3%	0%	-0.2	-1%	4%	0	-3.3	13%
> Cc1ccc(Cc2c(-c3ccc(C#N)cc3)nc3ccc(Br)cn23)cc1
    -20%	-5%	1.1	-4%	-6%	-6	-1.2	-3%
> CCCN(Cc1cc2cc(OC)ccc2[nH]c1=O)C(=O)c1ccncc1
    10%	4%	-0.2	2%	-1%	0	0.6	-5%
> Cn1cc([N+](=O)[O-])c(C(=O)NNC(=O)c2ccc([N+](=O)[O-])cc2Cl)n1
    2%	7%	-1.9	7%	-4%	10	-0.7	-2%
> O=C(Nc1cccc(S(=O)(=O)N2CCCC2)c1)c1ccc2ccccc2n1
    7%	5%	-5.2	-5%	-15%	0	-1.6	-11%
> CCc1ccccc1OCc1nnc(N)s1
    7%	-5%	0.2	-3%	-12%	4	2.0	5%
> CC1(C(=O)N(Cc2ccccc2)Cc2ccccc2)CC1(Br)Br (centres undefined)
    -1%	2%	-0.7	-8%	-8%	0	-0.5	0%
> Cn1c(SCC(=O)NN2C(=O)NC(C)(c3ccccc3)C2=O)nnc1-c1ccncc1 (centres undefined)
    -3%	8%	0.9	-7%	1%	-4	-0.4	4%
> O=C1NC(NS(=O)(=O)c2ccc(Cl)cc2)(C(F)(F)F)C(=O)N1c1ccccc1 (centres undefined)
    4%	-8%	2.5	-9%	-31%[57.1 µM]	-4	-0.2	-7%
> O=C(Nc1ccc2c(c1)OCCO2)NC1CCCCC1
    15%	-1%	0.0	-3%	-5%	5	-1.2	-21%
> COc1ccc(-c2nc(CS(=O)(=O)CC(=O)NCCc3ccc(C)cc3)c(C)o2)cc1
    -5%	-7%	0.3	-2%	1%	-3	1.3	3%
> COCC(=O)n1nc(-c2ccccc2)nc1NCc1cccs1
    9%	2%	-0.9	-4%	-2%	9	1.9	-24%
> CCOC(=O)Nc1ccc2c(c1)N(C(=O)CCN1CCOCC1)c1ccccc1S2=O (centres undefined)
    2%	8%	-3.3	-5%	-16%	-6	-2.0	-3%
> CCc1ccc([C@H]2[C@@H]3C(=O)C[C@@H]4C(=O)N(c5ccccc5)C(=O)[C@@H]4[C@@H]3CN2S(=O)(=O)c2ccc(C)cc2)cc1
    -8%	-1%	0.2	2%	-3%	3	1.2	-15%
> O=C1C=C(Nc2ccc(F)cc2)c2ccccc2C1=O
    -9%	-7%	1.0	-4%	-8%	-9	-0.6	5%
> CCCN(CC(=O)Nc1ccccc1OC)C(=O)Cc1ccccc1F
    4%	4%	-1.3	-9%	-6%	-8	-2.8	-2%
> Cc1nn(CC(=O)NCCc2cccs2)c(=O)c2nn(-c3ccccc3)c(C)c12
    -2%	5%	-0.1	-22%	2%[11.6 µM]	-28	-5.2	2%
> Cc1ccc(O)c(C(=O)c2cnc3c(c2)COc2ccc(C)cc2-3)c1
    12%	7%	-0.5	-1%	-5%	-6	-4.3	-9%
> CCOC(=O)C1CCN(C(=O)COC(=O)c2nc3nc(C)cc(C)n3n2)CC1
    -12%	4%	0.3	-4%	-17%	-1	1.5	-21%
> Cc1ccc(NC(=O)c2cc3c(=O)oc4ccccc4c3s2)nc1
    -5%	-3%	-1.5	-30%	-12%	1	0.3	-46%
> CCN(C(=O)Cc1c(C(=O)O)[nH]c2ccccc12)c1ccc(OC)cc1
    6%	6%	0.2	-8%	-3%	3	3.2	0%
> COc1ccc(C(CNC(=O)c2cccc(S(=O)(=O)N3CCCC3)c2)N2CCCC2)cc1 (centres undefined)
    -1%	0%	0.3	1%	13%	-4	1.3	-13%
> O=C(CCNC(=O)c1ccc([N+](=O)[O-])cc1)NCC1COc2ccccc2O1 (centres undefined)
    6%	-1%	1.9	-2%	-3%	4	1.5	4%
> Cc1nc2cc(NC(=O)NCc3ccco3)ccc2n1C
    -1%	-3%	1.4	-5%	2%	x	-0.2	8%
> Cc1ccc(NC(=O)C2CCN(S(=O)(=O)c3ccc4c(c3)NC(=O)C(C)S4)CC2)c(C)c1 (centres undefined)
    21%	5%	-1.1	-2%	u	4	1.3	-3%
> COCCOC(=O)c1c(N)n(CCCN2CCOCC2)c2nc3ccccc3nc12
    -5%	5%	0.0	-8%	-26%	3	-2.8	11%
> CC(/C=N\NC(=O)Cn1cncn1)=C/c1ccc(C(C)C)cc1
    -10%	4%	0.6	0%	-3%	4	2.2	-15%
> Cc1ccccc1N1C(=O)C2C3CC(=O)C(c4ccccc43)C2C1=O (centres undefined)
    -3%	6%	0.6	0%	6%	-5	-2.3	4%
> Cc1nnc(NC(=O)CCCOc2ccccc2)s1
    -5%	6%	0.1	u	-6%	-10	0.3	-1%
> COc1cc(NC(=O)c2cc(-c3ccccc3)on2)cc(OC)c1OC
    8%	6%	0.3	-2%	-2%	3	-2.7	2%
> Cc1sc2ncn(C(C)C(=O)OC3CCCCC3)c(=O)c2c1C (centres undefined)
    -3%	2%	-1.2	-6%	8%[57.1 µM]	8	-1.7	-7%
> O=C(Oc1ccc2c(c1)OCO2)c1ccncc1
    -3%	2%	-0.5	-3%	2%	x	-1.8	1%
> O=C(c1ccc(Cl)cc1)C1CCN(C(=O)C2CC2)CC1
    9%	2%	0.0	2%	0%	-4	0.8	7%
> Cc1cc(C(=O)CSc2nc3ccc(Cl)cc3[nH]2)c(C)n1CC1CCCO1 (centres undefined)
    13%	16%	-0.4	-11%	-5%	-14	0.4	-3%

By substructure: those above containing a CF3 group
Every second line gives: EPAC1 ag	EPAC2 ag	IL-2 act	PLK1 PBD inh	WRN inhibitor	PI5P4Ka inh	CCT modulator	EPAC1 antag
> O=C(O)Cn1cc(C(=O)C(F)(F)F)c2ccccc21
    3%	0%	-0.2	-1%	4%	0	-3.3	13%
> O=C1NC(NS(=O)(=O)c2ccc(Cl)cc2)(C(F)(F)F)C(=O)N1c1ccccc1 (centres undefined)
    4%	-8%	2.5	-9%	-31%[57.1 µM]	-4	-0.2	-7%

Screens: PubChem, National Center for Advancing Translational Sciences (NCATS)

Only part of the results is shown; rates above refer to the full screens.
